Salmonella PhoP GFP – PhoP regulon inhibitors, Salmonella typhi PhoP promoter GFP reporter, confirmatory (AID 1850); Salmonella Typhi PhoP-promoter GFP reporter, fluorescence, 4 h; higher % means a stronger effect; one-dose inhibition, % at 50 µM; IC50 in µM for titrated hits; 0.33% of 310,000 active; in the data active = a potency from the dose series; inconclusive = inhibition mostly from about 25% at the one dose, without a potency; inactive = the rest, 99 in 100 with inhibition below about 19%;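 also: 0% = induced wells with vehicle and 100% = uninduced wells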
inhibitors of VEEV – inhibitors of VEEV TC-83 cytopathic effect, confirmation, Vero cells (AID 588727); Vero cells, VEEV TC-83 cytopathic effect inhibition; higher % means a stronger effect; inhibition, % at 20 µM, or IC50 in µM where a hit was titrated; 0.13% of 350,000 active; in the data active = a potency from the dose series; inconclusive = inhibition mostly from about 14% at the one dose, without a potency; inactive = the rest, 99 in 100 with inhibition below about 12%; also: strong numbers were not always called active
influenza NS1A – H1N1 influenza NS1A inhibitors, functional cell based assay (AID 504329) | NS1A functional cell-based assay, percent inhibition; higher % means a stronger effect | 0.3% of 340,000 active | inhibition, % at 12.5 µM; hits with a dose series show IC50 in µM; in the data active = a potency from the dose series; inconclusive = inhibition above about 27% without an active follow-up result; also: strong numbers were not always called active
M. tuberculosis HTS – M. tuberculosis growth inhibition, HTS (AID 449762); M. tuberculosis H37Rv growth inhibition, 7H9 media; higher % means a stronger effect; one-dose inhibition, % at 25 µM; IC50 in µM for titrated hits; 0.59% of 330,000 active; in the data active = a potency from the dose series; inconclusive = inhibition above about 70% without an active follow-up result;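 also: bacterial growth assessed after seven days of incubation; strong numbers were not always called active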
tuberculosis growth – growth inhibition of non-replicating M. tuberculosis (AID 488890); Mycobacterium tuberculosis non-replicating, growth inhibition; higher % means a stronger effect; inhibition, % at 25 µM, or IC50 in µM where a hit was titrated; 0.39% of 320,000 active; in the data active = a potency from the dose series; inconclusive = inhibition mostly from about 82% at the one dose, without a potency; inactive = the rest, 99 in 100 with inhibition below about 76%;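 also: plate controls were DMSO cells for no effect and high antibiotic wells for full effect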
inhibitors of VEEV 10K pilot screen – further read-out of inhibitors of VEEV, marked with its call; inhibition, %; measured here: 10K pilot screen inhibition
Active calls of the source: *; i = inactive; ? = inconclusive; . = no result given. Random draw from the library; 1.5% or so of the library scored in one or more.

SMILES	Salmonella PhoP GFP	inhibitors of VEEV	influenza NS1A	M. tuberculosis HTS	tuberculosis growth	others
COCCCNC(=O)CN1C(=O)/C(=C\c2ccc(C)cc2)Sc2ccccc21	-13%	10%	7%	4%	-8%
CCOC(=O)N1CCN(c2ncnc3c2oc2nc(C(C)C)c4c(c23)CCC4)CC1	6%	1.8%	4%	3%	12%	inhibitors of VEEV 10K pilot screen=11
O=C(Nc1ccc(NC(=O)c2cccs2)cc1)c1cccs1	5%	1.7%	9%	-1%	12%
O=C(c1ccc(Sc2ccccc2)c([N+](=O)[O-])c1)N1CCOCC1	-15%	1.1%	-1%	4%	-11%
COc1ccc(CCNC(=O)c2cc(-c3ccncc3)nc3ccc(S(=O)(=O)N4CCOCC4)cc23)cc1OC	-12%	i	9%	4%	-7%
O=C(COc1ccc2oc(-c3ccccc3)cc(=O)c2c1)Nc1ccccc1	-9%	0.4%	-5%	-2%	.
O=C(Cn1cnc2c(cnn2-c2ccccc2)c1=O)N1CCOCC1	.	0.5%	-3%	-2%	.
CCOc1ccc(N(CC(=O)N2CCCCCC2)S(=O)(=O)c2ccc(F)cc2)cc1	-13%	0.1%	-1%	-1%	-7%
COC(=O)CCC(=O)Nc1ccc2oc3c(c2c1)CCCC3	-8%	i	-1%	-2%	9%
CC1CCN(c2nc(-c3ccccc3)c(C#N)c(=O)[nH]2)CC1	-3%	0.4%	1%	1%	28%	inhibitors of VEEV 10K pilot screen=1.0

Brought forward from above: 2 entries, followed by the next part.
SMILES	Salmonella PhoP GFP	inhibitors of VEEV	influenza NS1A	M. tuberculosis HTS	tuberculosis growth	others
COC(=O)CCC(=O)Nc1ccc2oc3c(c2c1)CCCC3	-8%	i	-1%	-2%	9%
CC1CCN(c2nc(-c3ccccc3)c(C#N)c(=O)[nH]2)CC1	-3%	0.4%	1%	1%	28%	inhibitors of VEEV 10K pilot screen=1.0
CCN(c1ccccc1)S(=O)(=O)c1ccc(C(=O)N2CCCC(C(F)(F)F)C2)cc1 (stereo not drawn)	-5%	i	13%	-7%	23%
O=S(=O)(c1ccc(Cl)cc1)N1CCC(n2cnc3cc(C(F)(F)F)ccc32)CC1	-4%	i	-20%	100%	43%
COc1ccc(-c2nc(NC(=O)Cn3cnnn3)sc2C)cc1	-8%	0.6%	6%	-7%	.
COc1cc(/C=C2/N=C(c3ccccc3F)OC2=O)cc(Cl)c1OS(C)(=O)=O	5%	0.4%	0%	12%	19%
COC(=O)c1cc(O)c(OCc2ccccc2)c(O)c1	6%	9.1%	-2%	-6%	13%
COC(=O)C1=CN(Cc2ccc(OC)c(OC)c2)C=C(C(=O)OC)C1c1cccc(F)c1	13%	6.6%	-40%	9%	14%
O=C(c1ccc(F)cc1)N1CCN(C2=NS(=O)(=O)c3ccccc32)CC1	9%	0.1%	1%	-4%	-3%
CCCSc1nc2sc3c(c2c(=O)n1-c1ccc(OC)cc1)CCN(C)C3	.	1.2%	5%	.	.
COc1ccc(Nc2c(-c3ccc(C)cc3)nc3cnccn23)cc1	9%	2.6%	4%	4%	42%
CS(=O)(=O)c1ccc2nc(NC(=O)Cc3ccccc3)sc2c1	8%	8.1%	46%	-4%	.
Cc1ccc(C)c(NC(=S)N2CCC(N(C)CC3CCCO3)CC2)c1 (stereo not drawn)	1%	i	-1%	-4%	-12%
O=C1c2cccnc2C(=O)N1Cc1ccc(F)cc1S(=O)(=O)NCc1ccco1	11%	1.4%	1%	10%	11%
COc1cc(OC)nc(-n2ncc(OC)c(Br)c2=O)n1	-1%	0.3%	6%	-2%	-12%
COc1ccc(-n2nnnc2-c2ccccc2)cc1	2%	i	-10%	-6%	2%
CCN=c1scc(-c2cccs2)n1/N=C/c1cc(OC)ccc1O	-14%	6.3%	15%	3%	73%
O=C1CCCCC1Oc1ccc2ccc(=O)oc2c1 (stereo not drawn)	0%	i	-19%	-3%	-15%
CC(=O)CCC(=O)N1CCCC(N2CCN(c3cccc(Cl)c3)CC2)C1 (stereo not drawn)	6%	0.2%	-6%	5%	-19%
CCCc1nnc(NC(=O)c2cccnc2)s1	3%	0.9%	.	6%	5%
CC(C)n1nccc1NC(=O)COC(=O)c1ccc(NC(N)=O)cc1	.	2.3%	-5%	2%	-3%
COc1ccc(-c2cn[nH]c2-c2ccc(OCc3ccccc3)cc2O)cc1OC	3%	6.7%	13%	3%	9%
COc1ccc2[nH]c3c(c2c1)CCN1C(=O)C(CC(=O)NCCc2ccccn2)C[C@H](C(=O)N2CCOCC2)[C@@]31C (stereo partly drawn)	.	0.4%	-7%	.	.
CC(=O)c1ccc(OCC(O)CN2CCN(S(=O)(=O)c3cccc(Br)c3)CC2)cc1 (stereo not drawn)	0%	3.4%	-16%	7%	17%
CC(C)(C)c1ccc(CNc2ccc([N+](=O)[O-])cn2)cc1	-9%	i	5%	2%	73%
Cc1ccc(/C=C2\CCCC3=C2NC(=S)NC3c2ccc(C)cc2)cc1 (stereo not drawn)	-16%	0.3%	21%	-4%	25%
O=C(NCc1cccnc1)Nc1cc(Cl)cc(Cl)c1	-9%	0.6%	22%	1%	30%
COC(=O)c1ccccc1NC(=O)C1CCN(C(=O)c2cc(OC)cc(OC)c2)CC1	-4%	8.3%	-9%	-5%	12%
Cn1cc(C(=O)NCc2ccccc2)c2ccccc21	4%	0.0%	2%	-2%	7%
CN(CC(=O)NCc1ccc(F)cc1)Cc1ccc(Br)cc1	-4%	i	-6%	1%	77%
CC(C(=O)NCc1ccco1)n1nc(-c2ccccc2)c2cc(Cl)ccc21 (stereo not drawn)	-11%	0.2%	4%	-8%	-7%
CC(=O)c1ccccc1NC(=O)COc1ccc(N(C)S(=O)(=O)c2ccc(C)c(C)c2)cc1	.	i	-5%	1%	10%

Fetched by compound from the entries so far, four records:
SMILES	Salmonella PhoP GFP	inhibitors of VEEV	influenza NS1A	M. tuberculosis HTS	tuberculosis growth	others
O=C(NCc1cccnc1)Nc1cc(Cl)cc(Cl)c1	-9%	0.6%	22%	1%	30%
CC(=O)c1ccccc1NC(=O)COc1ccc(N(C)S(=O)(=O)c2ccc(C)c(C)c2)cc1	.	i	-5%	1%	10%
COc1ccc2[nH]c3c(c2c1)CCN1C(=O)C(CC(=O)NCCc2ccccn2)C[C@H](C(=O)N2CCOCC2)[C@@]31C (stereo partly drawn)	.	0.4%	-7%	.	.
COC(=O)c1ccccc1NC(=O)C1CCN(C(=O)c2cc(OC)cc(OC)c2)CC1	-4%	8.3%	-9%	-5%	12%

Following part
SMILES	Salmonella PhoP GFP	inhibitors of VEEV	influenza NS1A	M. tuberculosis HTS	tuberculosis growth	others
COc1ccc(S(=O)(=O)N(C)C2CCN(C)CC2)cc1	1%	i	-12%	-5%	-13%	inhibitors of VEEV 10K pilot screen=0.7
CN(Cc1cccs1)C(=O)COC(=O)CNC(N)=O	-3%	i	-13%	-6%	3%
C/C=C1\COC(C(=O)NCc2ccccc2)(C(F)(F)F)C=C1C=C(C)C (stereo not drawn)	-2%	i	-5%	7%	16%
Cc1ccc(C(=O)N[C@@H](C)CN2C3=NC[C@H](C(C)C)N3C[C@H]2Cc2ccc(O)cc2)cc1Br	-7%	0.1%	4%	5%	76%
CCN(CC)c1ccc(/C=C/C(=O)C2C(=O)C=C(C)OC2=O)cc1 (stereo not drawn)	-55%	6.7%	-8%	?	50%
CCOc1ccc(C(C)=O)cc1N1C(=O)C2C(C1=O)C1C=CC2C12CC2 (stereo not drawn)	-5%	i	-1%	-6%	4%
COc1ccc(CCNC(=O)Cc2ccc(OC)c(OC)c2)cc1OC	0%	i	-4%	-4%	.
CCCCC(=O)N1CC2(C)CN(C(=O)CCCC)CC(C)(C1)C2=O	2%	i	-10%	-2%	0%
CC1(C)Cc2c(sc(NC(=O)c3ccc(S(=O)(=O)N4CCCCCC4)cc3)c2C#N)C(C)(C)N1	-4%	1.7%	21%	9%	41%
CCOCc1nnc(NC(=O)CCC2CCCCC2)s1	-3%	0.4%	-2%	-1%	-17%

Some of these compounds in order of count of non-hydrogen atoms, low to high:
SMILES	Salmonella PhoP GFP	inhibitors of VEEV	influenza NS1A	M. tuberculosis HTS	tuberculosis growth	others
CN(Cc1cccs1)C(=O)COC(=O)CNC(N)=O	-3%	i	-13%	-6%	3%
COc1ccc(S(=O)(=O)N(C)C2CCN(C)CC2)cc1	1%	i	-12%	-5%	-13%	inhibitors of VEEV 10K pilot screen=0.7
CCCCC(=O)N1CC2(C)CN(C(=O)CCCC)CC(C)(C1)C2=O	2%	i	-10%	-2%	0%
C/C=C1\COC(C(=O)NCc2ccccc2)(C(F)(F)F)C=C1C=C(C)C (stereo not drawn)	-2%	i	-5%	7%	16%
Cc1ccc(C(=O)N[C@@H](C)CN2C3=NC[C@H](C(C)C)N3C[C@H]2Cc2ccc(O)cc2)cc1Br	-7%	0.1%	4%	5%	76%

Later entries:
SMILES	Salmonella PhoP GFP	inhibitors of VEEV	influenza NS1A	M. tuberculosis HTS	tuberculosis growth	others
O=C(Nc1nccs1)c1ccc(S(=O)(=O)c2ccccc2)cc1	-17%	1.0%	5%	-10%	-17%
COc1cccc(-n2nc(C(N)=O)c(O)cc2=O)c1	-2%	i	6%	0%	-12%
COc1ccc(NC(=O)Nc2ccc3nsnc3c2)cc1	0%	i	3%	2%	16%
O=c1c2c(nc3cc(-c4cccc(Cl)c4)[nH]n13)CCCC2	7%	0.5%	2%	12%	14%
Cc1ccc(S(=O)(=O)NCCN2CCOCC2)c(C)c1C	-2%	1.1%	1%	-8%	-3%
CCOC(=O)c1cc2c(ccn2-c2ccc(F)cc2)n1CC(=O)N1CCN(C(=O)c2ccco2)CC1	-9%	5.8%	-12%	6%	2%
Fc1ccc(C2=CSC3=NCCN23)cc1	3%	0.2%	-3%	2%	-6%
CCOC(=O)c1c(NC(=S)Nc2ccccc2)sc2c1CCN(CCc1ccccc1)C2	-1%	.	.	3%	62%
CCCN(C(=O)c1cc(S(=O)(=O)N(C)c2ccc(OCC)cc2)ccc1C)C1CCS(=O)(=O)C1 (stereo not drawn)	.	8.5%	-13%	-15%	23%
N#Cc1ccc(C23CC4(C2)[C@H](CN(P(=O)(c2ccccc2)c2ccccc2)[C@@H]4c2ccccc2)C3c2ccc(Cl)nc2)cc1 (stereo partly drawn)	-18%	i	4%	?	75%
Cc1ccc(-c2cc(C(=O)Nc3cc(C)on3)c3ccccc3n2)cc1	-6%	0.2%	-4%	-2%	-15%
CCCCc1cc(=O)oc2c(CN(CC)CC)c(O)c(Cl)cc12	-5%	0.0%	-19%	5%	-3%
COCCn1c(SCC(=O)NC(=O)NC(C)C)nc2ccccc21	-6%	1.2%	-4%	-2%	3%
CCCCCn1c(Sc2nc3ccccc3s2)nc2c1c(=O)[nH]c(=O)n2C	3%	0.9%	1%	7%	14%
Cc1cc(-c2csc(NC(=O)c3ccc(C#N)cc3)n2)c(C)n1Cc1ccccc1	-1%	0.1%	1%	3%	25%
Cn1nc(C#N)c(=O)[nH]c1=O	.	0.5%	2%	.	.
CC(C)CCCNc1nc(N2CCOCC2)nc(N2CCOCC2)n1	2%	1.8%	26%	3%	.
Cc1nc(CCNC(=O)Cc2ccc(Cl)cc2)cs1	-4%	1.5%	3%	-6%	-7%
CN1C(=O)C2(C(C#N)=C(N)N(c3cc(Cl)cc(Cl)c3)C3=C2C(=O)CCC3)c2ccccc21 (stereo not drawn)	3%	1.2%	-18%	5%	16%
O=C(CSc1nc2ccccc2[nH]1)c1ccc(Cl)s1	4%	8.0%	1%	1%	49%
O=c1c(-c2ccccc2)nnc2sc(COc3ccc(Br)cc3)nn12	4%	i	-12%	4%	3%
CC1CC(C)CN(S(=O)(=O)c2ccc(C(=O)NCCCn3ccnc3)cc2)C1 (stereo not drawn)	-2%	i	3%	-11%	19%
O=C(/C=C/c1ccc(-c2ccccc2)o1)c1ccccc1	-6%	0.6%	-1%	40%	?
CNc1nc2c(c(=O)n(C)c(=O)n2C)n1CCCc1ccccc1	-7%	i	-7%	-7%	-3%
CN1CCC(N(C)CC(=O)Nc2cccc(Oc3ccccc3)c2)CC1	-11%	i	-1%	-2%	11%
O=C(CSc1nnc(Nc2ccccc2)s1)NCc1ccco1	3%	2.5%	16%	-2%	25%
CCC(COC)NC(=O)CCc1nnc(Cc2cccc(C(F)(F)F)c2)o1 (stereo not drawn)	2%	0.4%	-9%	0%	17%
